Screens: PubChem, several laboratories
UTI89 phage lysis – inhibition of K1F phage lysis, E. coli UTI89, bacterial capsule biogenesis inhibitors, alamar blue (AID 488966). E. coli UTI89 K1F phage lysis, alamar blue, 2 h; higher % means a stronger effect. inhibition, % at 100 µM, or IC50 in µM where a hit was titrated. 0.02% of 340,000 active;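 active means phage lysis inhibition, versus mean bacterial control, above a set limit; inconclusive means no clear call, values can overlap the other calls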;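 further: capsule biogenesis inhibitors block K1F phage lysis so surviving cells raise fluorescence; higher fluorescence means more inhibition of phage lysis; actives were called in the ten point dose series up to 300 µM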
MgcRacGAP inhibition – MgcRacGAP GTPase-activating activity inhibitors, confirmation, biochemical, ADP Hunter fluorescence; inhibition, % at 30 µM, or IC50 in µM where a hit was titrated; MgcRacGAP-stimulated Rac1 GTP hydrolysis, ADP Hunter fluorescence; higher % means a stronger effect; GST-tagged Rac1 F28L mutant substrate; AID 624330; 0.6% of 340,000 active;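 active means first-screen hits whose inhibition reached a set limit at any dose in the follow-up dose series; inconclusive means inhibition above the set first-screen limit but never retested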;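 further: fluorescence reports GDP produced by GAP-driven GTP hydrolysis; strong numbers were not always called active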
NTR1 ag – agonists of NTR1, primary screen, imaging, U2OS cells, beta-arrestin-GFP, high content (AID 493036); P30989; NTR1-U2OS beta-arrestin-GFP spot imaging, agonist mode; activation, % at 20 µM; 0.17% of 330,000 active;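 active means activation at or above 40% of the spot to cytoplasm intensity ratio, with at least 20 cells analyzed; inconclusive means wells under 20 cells, flagged as cytotoxic or low count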;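 further: 0% = DMSO without peptide and 100% = 100 nM NTR1 peptide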
Target sequence (P30989 whole entry, looked up): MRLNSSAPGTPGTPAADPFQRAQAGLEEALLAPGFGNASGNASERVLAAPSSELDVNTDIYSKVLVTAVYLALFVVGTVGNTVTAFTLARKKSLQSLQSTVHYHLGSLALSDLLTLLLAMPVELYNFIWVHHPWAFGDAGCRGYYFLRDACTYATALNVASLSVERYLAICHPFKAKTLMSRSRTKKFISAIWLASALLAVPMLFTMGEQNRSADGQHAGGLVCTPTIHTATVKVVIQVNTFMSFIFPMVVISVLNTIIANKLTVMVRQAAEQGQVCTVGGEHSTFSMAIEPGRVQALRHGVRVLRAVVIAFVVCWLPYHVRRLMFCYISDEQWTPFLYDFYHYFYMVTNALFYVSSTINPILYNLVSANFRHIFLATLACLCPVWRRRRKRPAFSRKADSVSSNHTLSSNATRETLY
KOR beta-arrestin-1 – KOR antagonists, beta-arrestin recruitment, cell-based, luminescence, uHTS (AID 1778) | KOR beta-arrestin recruitment, luminescence, antagonist mode; higher % means a stronger effect | one-dose inhibition, % at 10 µM; IC50 in µM for titrated hits | 0.091% of 290,000 active; in the data active means inhibition above about 50%; further: strong numbers were not always called active
KOR beta-arrestin-2 – kappa opioid receptor activators – cell-based, luminescence, uHTS, primary screen (AID 1777); KOR beta-arrestin recruitment, luminescence; higher % means a stronger effect; activation, % at 10 µM, or EC50 in µM where a hit was titrated; 0.02% of 280,000 active; in the data active means activation above about 50%, passing the limit was not always enough; further: a part of the inactive calls stands beside numbers as strong as those of hits
NOD1 NF-kB reporter – inhibition of NOD1-driven NF-kB reporter – cell-based, luminescence, uHTS, primary screen (AID 1578) | NOD1-driven NF-kB luciferase reporter cells, luminescence; higher % means a stronger effect | one-dose inhibition, % at 4 µM; EC50 in µM for titrated hits | 1% of 290,000 active; in the data active means inhibition mostly above about 36%, no sharp cut-off; inactive means mostly below about 34%;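 further: HEK-293T reporter cells stimulated with the NOD1 agonist gamma-tri-DAP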
GPR55 LPI antagonism – inhibition of LPI-stimulated GPR55 beta-arrestin translocation – imaging, U2OS, beta-arrestin-GFP, LPI agonist, primary screen (AID 2013); 0.13% of 290,000 active; U2OS GPR55 beta-arrestin-GFP translocation imaging, LPI antagonism; higher % means a stronger effect; inhibition, % at 10 µM; hits with a dose series show IC50 in µM;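 active means spots per cell inhibited over 60%, with over 100 cells counted and total cytoplasm intensity under 500,000; inconclusive means wells with under 100 cells, flagged as likely toxic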;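 further: U2OS cells stably carrying GPR55 and arrestin-GFP stimulated by 5 µM LPI near EC80; imaged beta-arrestin-GFP aggregate spots per cell after agonist stimulation; plate controls were LPI-stimulated DMSO wells for no effect and DMSO wells without LPI for full effect; some results filed as inactive read as strong as hits; confirmed hits need IC50 under 10 µM and bright autofluorescent wells are also inconclusive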
GPR55 beta-arrestin – selective activators of receptor GPR55 – imaging, U2OS cells, beta-arrestin-GFP redistribution, primary screen (AID 1961). U2OS GPR55 beta-arrestin-GFP redistribution imaging; higher % means a stronger effect. activation, % at 10 µM, or EC50 in µM where a hit was titrated. 0.048% of 290,000 active;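 active means activation above 40% with more than 50 cells counted in the well; inconclusive means wells holding fewer than 50 cells, flagged as toxic or sparse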;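 further: U2OS osteosarcoma cells stably expressing GPR55 and beta-arrestin-GFP; plate controls were DMSO negative control for no effect and LPI positive control for full effect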
GPR35 antagonists – inhibition of zaprinast-stimulated GPR35 beta-arrestin translocation – imaging, U2OS, beta-arrestin-GFP, zaprinast agonist, primary screen (AID 2058); U2OS GPR35 beta-arrestin-GFP translocation imaging, zaprinast antagonism; higher % means a stronger effect; 0.052% of 290,000 active; inhibition, % at 10 µM; hits with a dose series show IC50 in µM;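 active means inhibition of at least 50% with at least 30 cells and total cytoplasm GFP at most 10,000,000; inconclusive means under 30 cells or total GFP of 10,000,000 plus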
NTR1 ag cell count 20 µM – also measured in NTR1 ag; calls as there; cell count; measured here: cell count, cytotoxicity flag
The depositor's hits bear a star; [ ] = another dose, or the depositor's remark.

`Cc1c(C)c2ccc(OCC(=O)Nc3ccc(S(N)(=O)=O)cc3)c(C)c2oc1=O` gave UTI89 phage lysis 0.1%, MgcRacGAP inhibition 6%, NTR1 ag 1.2, KOR beta-arrestin-1 -21%, KOR beta-arrestin-2 4.2%, NOD1 NF-kB reporter -8%, GPR55 LPI antagonism 10%, GPR55 beta-arrestin -0.2%, GPR35 antagonists 6% and NTR1 ag cell count 20 µM 44.
For COc1cc(-c2nnc3n2N=C(c2ccccc2)CS3)cc(OC)c1OC the results were UTI89 phage lysis 0.0%, MgcRacGAP inhibition 8%, NTR1 ag 3.1, KOR beta-arrestin-1 -17%, KOR beta-arrestin-2 -4.2%, NOD1 NF-kB reporter 6%, GPR55 LPI antagonism -21%, GPR55 beta-arrestin -0.2%, GPR35 antagonists -6% and NTR1 ag cell count 20 µM 69.
COCCCn1c(SCC(=O)N2CC(=O)Nc3ccccc32)nnc1-c1ccoc1C was read as UTI89 phage lysis 1.3%, MgcRacGAP inhibition 5%, NTR1 ag 4.0, KOR beta-arrestin-1 -1%, KOR beta-arrestin-2 -4.3%, NOD1 NF-kB reporter -13%, GPR55 LPI antagonism -5%, GPR55 beta-arrestin 0.2%, GPR35 antagonists -12% and NTR1 ag cell count 20 µM 48.
For Cc1nn(C)c(C)c1/C=N/NC(=O)CCn1nc(C)c([N+](=O)[O-])c1C the results were UTI89 phage lysis 1.4%, MgcRacGAP inhibition 8%, NTR1 ag -0.9, KOR beta-arrestin-1 5%, KOR beta-arrestin-2 -4.3%, NOD1 NF-kB reporter -16%, GPR55 LPI antagonism -1%, GPR55 beta-arrestin -0.3%, GPR35 antagonists 3% and NTR1 ag cell count 20 µM 54.
For CC(=O)Nc1nc(C)c(S(N)(=O)=O)s1 the results were UTI89 phage lysis 0.1%, MgcRacGAP inhibition -7%, NTR1 ag 0.7, KOR beta-arrestin-1 5%, KOR beta-arrestin-2 -3.7%, NOD1 NF-kB reporter -11%, GPR55 LPI antagonism 1%, GPR55 beta-arrestin 0.3%, GPR35 antagonists -2% and NTR1 ag cell count 20 µM 69.
Cc1ccc(-c2nc3ncccc3o2)cc1NC(=O)C(C)C was read as UTI89 phage lysis 0.1%, MgcRacGAP inhibition 12%, NTR1 ag 1.6, KOR beta-arrestin-1 8%, KOR beta-arrestin-2 7.4%, NOD1 NF-kB reporter -24%, GPR55 LPI antagonism 0%, GPR55 beta-arrestin 0.6%, GPR35 antagonists 2% and NTR1 ag cell count 20 µM 70.
Cc1cccc(CS(=O)(=O)Cc2ccc(C(=O)NCc3cccs3)o2)c1 was read as UTI89 phage lysis 0.0%, MgcRacGAP inhibition 4%, NTR1 ag -0.1, KOR beta-arrestin-1 -7%, KOR beta-arrestin-2 9.3%, NOD1 NF-kB reporter -20%, GPR55 LPI antagonism 4%, GPR55 beta-arrestin -0.4%, GPR35 antagonists -12% and NTR1 ag cell count 20 µM 59.
For O=C(NCc1ccccc1)C(=O)NCC(c1ccco1)N1CCN(c2ccccc2F)CC1 (stereo not drawn) the results were UTI89 phage lysis 0.2%, MgcRacGAP inhibition 5%, NTR1 ag 1.4, KOR beta-arrestin-1 3%, KOR beta-arrestin-2 -1.6%, NOD1 NF-kB reporter -22%, GPR55 LPI antagonism -3%, GPR55 beta-arrestin -0.3%, GPR35 antagonists 2% and NTR1 ag cell count 20 µM 56.
`CC(=O)NNC(=O)c1ccncc1` gave UTI89 phage lysis 0.7%, MgcRacGAP inhibition 0%, NTR1 ag 0.7, KOR beta-arrestin-1 -13%, KOR beta-arrestin-2 3.3%, NOD1 NF-kB reporter -26%, GPR55 LPI antagonism -1%, GPR55 beta-arrestin -0.3%, GPR35 antagonists 2% and NTR1 ag cell count 20 µM 59.
For O=C(CSc1nnc(-c2ccccn2)o1)Nc1ccccc1C(F)(F)F the results were UTI89 phage lysis 0.2%, MgcRacGAP inhibition 8%, NTR1 ag -0.5, KOR beta-arrestin-1 8%, KOR beta-arrestin-2 1.0%, NOD1 NF-kB reporter -37%, GPR55 LPI antagonism 0%, GPR55 beta-arrestin 0.0%, GPR35 antagonists 10% and NTR1 ag cell count 20 µM 33.
`O=C(N/N=C/c1cc(Br)c(Br)o1)c1ccc2c(c1)OCCO2` gave UTI89 phage lysis inactive, MgcRacGAP inhibition 20%, NTR1 ag 0.9, KOR beta-arrestin-1 -26%, KOR beta-arrestin-2 3.1%, NOD1 NF-kB reporter -8%, GPR55 LPI antagonism -19%, GPR55 beta-arrestin -0.2%, GPR35 antagonists -6% and NTR1 ag cell count 20 µM 37.
For O=C(c1ccc(=O)[nH]c1)N(Cc1cccs1)C1(C(=O)NC2CCCC2)CCCCC1 the results were UTI89 phage lysis 1.6%, MgcRacGAP inhibition 5%, NTR1 ag 0.1, KOR beta-arrestin-1 4%, KOR beta-arrestin-2 5.3%, NOD1 NF-kB reporter 0%, GPR55 LPI antagonism -2%, GPR55 beta-arrestin 0.5%, GPR35 antagonists 4% and NTR1 ag cell count 20 µM 48.
`O=C(Cc1ccccc1[N+](=O)[O-])N/N=C/c1cccnc1` gave UTI89 phage lysis 0.9%, MgcRacGAP inhibition 7%, NTR1 ag -1.8, KOR beta-arrestin-1 -7%, KOR beta-arrestin-2 14%, NOD1 NF-kB reporter -35%, GPR55 LPI antagonism 15%, GPR55 beta-arrestin 0.3%, GPR35 antagonists 1% and NTR1 ag cell count 20 µM 54.
Screening CCOc1cccc(C(=O)Nc2cccc(C(C)=O)c2)c1 returned UTI89 phage lysis 0.1%, MgcRacGAP inhibition 6%, NTR1 ag 1.2, KOR beta-arrestin-2 2.7%, NOD1 NF-kB reporter -9%, GPR55 LPI antagonism 7%, GPR55 beta-arrestin -0.2%, GPR35 antagonists -12% and NTR1 ag cell count 20 µM 60.
`COC(=O)CCn1nc(-c2ccc(Cl)cc2)c2ccccc2c1=O` gave UTI89 phage lysis -0.1%, MgcRacGAP inhibition 1%, NTR1 ag -1.7, KOR beta-arrestin-1 -21%[20 µM], NOD1 NF-kB reporter -25%, GPR55 LPI antagonism 5%, GPR55 beta-arrestin -0.1%, GPR35 antagonists 16% and NTR1 ag cell count 20 µM 62.
Oc1ccc(-c2nc3ccccn3c2NCc2ccco2)cc1 was read as UTI89 phage lysis 0.4%, MgcRacGAP inhibition inconclusive, NTR1 ag 0.9, KOR beta-arrestin-1 32%, KOR beta-arrestin-2 0.3%, NOD1 NF-kB reporter -16%, GPR55 LPI antagonism 28%, GPR55 beta-arrestin -0.1%, GPR35 antagonists 6% and NTR1 ag cell count 20 µM 36.
For O=C(Nc1ccc2c(c1)OCCO2)C1CCN(S(=O)(=O)c2cccc3nsnc23)CC1 the results were UTI89 phage lysis 1.4%, MgcRacGAP inhibition 5%, NTR1 ag -3.0, KOR beta-arrestin-1 -17%, KOR beta-arrestin-2 5.4%, NOD1 NF-kB reporter 14%, GPR55 LPI antagonism -10%, GPR55 beta-arrestin -0.2%, GPR35 antagonists 8% and NTR1 ag cell count 20 µM 69.
`COc1ccc(N/C(=N/c2nc(C)cc(C)n2)NC(=O)c2ccccc2)cc1` gave UTI89 phage lysis -0.5%, MgcRacGAP inhibition 11%, NTR1 ag -0.1, KOR beta-arrestin-1 8%, KOR beta-arrestin-2 7.1%, NOD1 NF-kB reporter 7%, GPR55 LPI antagonism 5%, GPR55 beta-arrestin -0.1%, GPR35 antagonists 14% and NTR1 ag cell count 20 µM 53.
For O=C(CCSCc1cccc(Cl)c1)NCCc1ccccc1 the results were UTI89 phage lysis 3.6%, MgcRacGAP inhibition 4%, NTR1 ag -0.3, KOR beta-arrestin-1 0%, KOR beta-arrestin-2 -2.2%, NOD1 NF-kB reporter -21%, GPR55 LPI antagonism 0%, GPR55 beta-arrestin 0.1%, GPR35 antagonists 2% and NTR1 ag cell count 20 µM 53.
`CCCCC1=CC2=C(c3ccco3)C(=O)C(C)(OC(=O)c3ccc(OC)cc3)C(=O)C2=CN1CCN1CCOCC1` (stereo not drawn) gave UTI89 phage lysis 0.9%, MgcRacGAP inhibition 12%, NTR1 ag 1.4, KOR beta-arrestin-1 28%, KOR beta-arrestin-2 -0.6%, NOD1 NF-kB reporter -3%, GPR55 LPI antagonism -5%, GPR55 beta-arrestin -0.1%, GPR35 antagonists 4% and NTR1 ag cell count 20 µM 63.
`COc1ccc(Nc2ncnc3sc(-c4ccccc4)cc23)c(OC)c1` gave UTI89 phage lysis 0.5%, MgcRacGAP inhibition 22%, NTR1 ag 5.9, KOR beta-arrestin-1 -21%, KOR beta-arrestin-2 11%, NOD1 NF-kB reporter 2%, GPR55 LPI antagonism 0%, GPR55 beta-arrestin -0.2%, GPR35 antagonists -6% and NTR1 ag cell count 20 µM 58.
Screening COc1cc(/C=N/Nc2cccc(C)c2)ccc1OC(=O)c1ccco1 returned UTI89 phage lysis 0.3%[50 µM], MgcRacGAP inhibition 8%, NTR1 ag 2.1, KOR beta-arrestin-1 39%, KOR beta-arrestin-2 -4.4%, NOD1 NF-kB reporter -37%, GPR55 LPI antagonism 1%, GPR55 beta-arrestin -0.1%, GPR35 antagonists -6% and NTR1 ag cell count 20 µM 34.
COc1ccc(Cl)cc1NC(=O)CN1C(=O)CSC1=O was read as UTI89 phage lysis 0.1%, MgcRacGAP inhibition 1%, NTR1 ag 1.0, KOR beta-arrestin-1 -13%, KOR beta-arrestin-2 0.6%, NOD1 NF-kB reporter -3%, GPR55 LPI antagonism 12%, GPR55 beta-arrestin 0.2%, GPR35 antagonists -6% and NTR1 ag cell count 20 µM 83.
`O=C(NCC1COc2ccccc2O1)c1c[nH]c2ccc(S(=O)(=O)N3CCOCC3)cc2c1=O` (stereo not drawn) gave UTI89 phage lysis 0.2%, MgcRacGAP inhibition 13%, KOR beta-arrestin-1 -7%, KOR beta-arrestin-2 0.3%, NOD1 NF-kB reporter -32%, GPR55 LPI antagonism 17%, GPR55 beta-arrestin 0.6% and GPR35 antagonists -11%.
CC(=O)c1cc2c(cc1NC(=O)CCn1cccc1)OCO2 was read as UTI89 phage lysis -0.7%, MgcRacGAP inhibition 9%, NTR1 ag 0.0, KOR beta-arrestin-1 6%, KOR beta-arrestin-2 -1.1%, NOD1 NF-kB reporter 5%, GPR55 LPI antagonism 1%, GPR55 beta-arrestin -0.1%, GPR35 antagonists 18% and NTR1 ag cell count 20 µM 36.

These rows are one share of the data; the hit share may differ from the screen's.
